Source: PubChem BioAssay
Pemphigus Ab inh – blocks pemphigus antibody binding to human desmoglein-3 | P32926 | DSG3-coupled beads, scFv-anti-DSG3-GFP binding, flow cytometry; hits give low values | binding (percent of control), % at 10 µM | hit rate 0.48% among 310,000 | AID 588358;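 active means binding more than 3 SD below its plate's average and above zero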;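 further: hits lower antibody fragment binding to DSG3; some compounds called inactive have numbers as strong as hits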
Target sequence (P32926 whole entry, looked up, the tested form may be a part): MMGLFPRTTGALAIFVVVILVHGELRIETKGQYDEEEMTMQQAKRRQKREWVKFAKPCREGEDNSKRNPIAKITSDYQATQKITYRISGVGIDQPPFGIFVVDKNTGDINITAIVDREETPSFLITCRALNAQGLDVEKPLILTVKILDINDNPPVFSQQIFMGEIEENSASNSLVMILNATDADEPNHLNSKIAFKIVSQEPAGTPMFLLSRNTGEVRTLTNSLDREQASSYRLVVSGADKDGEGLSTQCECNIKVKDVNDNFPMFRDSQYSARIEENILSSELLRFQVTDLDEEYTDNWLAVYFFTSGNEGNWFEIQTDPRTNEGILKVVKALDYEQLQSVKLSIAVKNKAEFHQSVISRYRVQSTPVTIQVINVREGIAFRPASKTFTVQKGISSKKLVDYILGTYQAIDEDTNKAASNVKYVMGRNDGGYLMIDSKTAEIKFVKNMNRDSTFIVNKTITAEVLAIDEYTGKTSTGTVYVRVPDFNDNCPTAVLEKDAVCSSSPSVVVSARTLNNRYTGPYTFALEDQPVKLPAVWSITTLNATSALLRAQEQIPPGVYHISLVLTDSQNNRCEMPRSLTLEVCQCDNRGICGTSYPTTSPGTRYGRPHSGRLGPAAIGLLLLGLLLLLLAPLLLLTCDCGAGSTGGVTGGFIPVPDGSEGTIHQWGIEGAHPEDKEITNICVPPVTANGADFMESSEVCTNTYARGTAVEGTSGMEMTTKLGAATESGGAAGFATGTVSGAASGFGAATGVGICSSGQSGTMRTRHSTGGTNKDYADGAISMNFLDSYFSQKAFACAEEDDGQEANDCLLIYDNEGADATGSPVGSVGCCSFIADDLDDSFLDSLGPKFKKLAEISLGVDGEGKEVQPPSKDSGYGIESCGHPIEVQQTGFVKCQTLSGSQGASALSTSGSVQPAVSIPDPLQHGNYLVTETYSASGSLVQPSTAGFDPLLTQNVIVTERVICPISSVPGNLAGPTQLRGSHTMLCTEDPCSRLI
Wnt act – activators of Wnt/beta-catenin signaling. Wnt/beta-catenin reporter cell assay, activator, plate reader. activation, % at 9.35 µM. hit rate 1.2% among 300,000; in the data active means activation above about 30%, passing the limit was not always enough;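 further: 0% = neutral control wells and 100% = positive control wells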
V-ATPase pH – yeast V-ATPase proton transport regulation by pHLuorin; response, % at 10 µM; hit rate 0.37% among 350,000; AID 504577; S. cerevisiae, pHLuorin cytosolic pH fluorescence; in the data active means response mostly above about 7.3%, no sharp cut-off; inactive means mostly below about 5.4%; further: actives read high; inactives centre near 0; some compounds called inactive have numbers as strong as hits; reference of the scale not given here
LANA DNA inh – inhibitors of KSHV LANA C-terminal domain DNA binding | MBP-C-LANA/FAM-LBS DNA binding, fluorescence polarization | inhibition, % at 9 µM | hit rate 0.078% among 340,000;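 active means highest replicate inhibition at or above 60% at 9 µM, even if other replicates fall short; inactive means all replicates below 60% inhibition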;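 further: 0% = neutral control wells and 100% = 4 µM acridine orange control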
Keap1 Nrf2 FP – inhibitors of human Keap1-Nrf2 protein-protein interaction; Q14145; hit rate 0.15% among 340,000; inhibition, % at 9.4 µM; Keap1 Kelch-Nrf2 peptide fluorescence polarization, 1536-well; in the data active means inhibition above about 12%;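 further: human Keap1 Kelch domain with fluorescein labeled Nrf2 9mer peptide probe; 0% = neutral control wells and 100% = peptide positive control; higher means more block of Keap1 binding to Nrf2 peptide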
MOR-DOR ag – agonists of human mu-delta opioid receptor heterodimerization; cells, OPRM1-OPRD1 heterodimerization, luminescence; activation, % at 9.3 µM; hit rate 0.3% among 340,000; AID 504326; in the data active means activation above about 18%;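 further: 0% = vehicle-treated cells and 100% = reference agonist; values of inactives mirror those of a sister screen read the other way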
Arrestin-AP2 inh – blocks beta-arrestin peptide binding to AP2 adaptin. FITC-arrestin peptide / GST-AP2 beads, flow cytometry; AP2 beta2 appendage carries R879A mutation. inhibition, % at 10 µM. hit rate 0.31% among 340,000;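 active means inhibition above a set limit, near 3 SD of compounds lacking own fluorescence, cut at about 54% in these data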;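 further: plate controls were DMSO wells for no effect and 5 µM unlabelled arrestin peptide for full effect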
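Material – GST-tagged AP2 beta2-adaptin appendage (R879A) on 4 µm glutathione beads · Probe or stimulus – fluorescein-tagged arrestin peptide at 50 nM final · Timing – 12 min plus 1 h, RT · Detection – bead flow cytometry, FITC channel · Read-out basis – inhibition as reduced fluorescein signal on beads, percent · Medium – PBS plus Tween 20 (0.05%) and BSA (0.1%)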
MOR-DOR inv ag – mu-delta opioid heterodimer inverse agonism. hit rate 0.21% among 340,000. P35372+P41143. cell-based MOR-DOR heterodimer luminescence. AID 504357. inhibition, % at 9.3 µM; in the data active means inhibition above about 22%, passing the limit was not always enough;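 further: 0% = cells with DMSO and 100% = wells without cells with DMSO; values of inactives mirror those of a sister screen read the other way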
RTF Ca sens inh – cardiac RTF calcium desensitization; AID 493244; hit rate 0.12% among 340,000; P19429+P45379; inhibition, % at 7.15 µM; IANBD-labeled cardiac RTF, Ca2+ fluorescence;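 active means inhibition above the mean inhibition of all tested compounds plus 3 SD, cut at about 17% in these data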;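 further: assay run at fixed EC70 calcium of 1.6 mM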
RTF Ca sens act – cardiac RTF calcium sensitization; hit rate 0.24% among 340,000; activation, % at 7.2 µM; AID 493008; IANBD-labeled TnC RTF fluorescence at EC20 calcium; 0% EC20 calcium, 100% full calcium; P19429+P45379;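 active means activation above the mean over all tested compounds plus 3 SD, cut at about 30% in these data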;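 further: rise in fluorescence read as greater calcium sensitivity of cardiac thin filaments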
* marks the source's active call; other numbers are inactive results; . = no result given.

item	compound	Pemphigus Ab inh	Wnt act	V-ATPase pH	LANA DNA inh	Keap1 Nrf2 FP	MOR-DOR ag	Arrestin-AP2 inh	MOR-DOR inv ag	RTF Ca sens inh	RTF Ca sens act
1	CCc1cc(C(=O)N2CCOCC2)c(NC2=NS(=O)(=O)c3ccccc32)s1	.	-3	1	2.5	2	-0.2	-5	1	7	2
2	CCNC(=O)NC(=O)C(C)OC(=O)CCCc1nc2ccccc2s1 (centres undefined)	103	-4	5	0.3	5	0.9	2	-5	-5	-5
3	CCOc1ccccc1OCCCC(=O)NNC(=O)c1cc(C)oc1C	106	2	-2	2.5	-1	-0.5	40	2	-13	1
4	CCOc1ccc(/C=C2\SC(N3CCCCC3)=NC2=O)cc1	.	1	-3	0.8	-2	-3.5	32	17	-3	-4
5	O=c1[nH]c(CSc2ncc(-c3ccc(F)cc3)n2Cc2ccco2)nc2ccccc12	98	-9	5	-1.2	0	-0.3	-7	2	-2	-2
6	CC(C)CCN(C)C1CCN(S(=O)(=O)c2ccc(F)cc2)CC1	99	-1	0	0.2	-3	-1.3	2	8	2	-3
7	Cc1cc(C)nc(SCC(=O)Nc2ccc(S(=O)(=O)Nc3cc(C)on3)cc2)n1	122	-2	-3	-0.2	2	-3.2	19	18	-3	0
8	CC(Sc1nnc(N)s1)C(=O)Nc1ccc2c(c1)OCO2 (centres undefined)	89*	1	2	0.8	6	2.0	-2	-11	1	3
9	CN1CCN(CCCN(Cc2cccs2)C(=S)Nc2ccc(Cl)cc2)CC1	119	-3	1	0.6	-7	-2.0	5	10	-11	7
10	O=C(CC(c1ccccc1)c1cc(Cl)ccc1O)N1CCOCC1 (centres undefined)	106	-4	2	-1.2	2	-2.6	15	14	-3	1

item	compound	Pemphigus Ab inh	Wnt act	V-ATPase pH	LANA DNA inh	Keap1 Nrf2 FP	MOR-DOR ag	Arrestin-AP2 inh	MOR-DOR inv ag	RTF Ca sens inh	RTF Ca sens act
11	Cc1cc(NC(=O)COc2ccc(N(C)S(=O)(=O)c3ccccc3)cc2)no1	102	.	3	0.6	-3	-1.8	-11	10	-6	1
12	COc1ccc(S(=O)(=O)NCCOc2ccc(Cl)cc2)cc1	91	-2	4	-0.6	4	4.5	18	-19	-4	-1
13	COCCn1c(C)cc(C(=O)CSc2cc(C)c3ccc(OC)cc3n2)c1C	102	.	1	1.2	-3	-2.4	-3	12	-10	6
14	N#Cc1ccccc1COC(=O)c1ccc(Br)o1	98	-2	-3	-0.7	-5	-2.2	4	14	-1	-10
15	COc1ccc(Nc2nc(N)nc(CN3CCN(c4ccc(F)cc4)CC3)n2)cc1	101	-5	1	0.3	3	-1.8	24	9	2	7
16	COc1ccc([N+](=O)[O-])cc1NC(=O)c1ccc(C)o1	107	-2	-2	-0.1	-2	-2.2	-18	12	1	2
17	COc1ccc2cc(C(C)C(=O)Nc3cccc(S(=O)(=O)N(C)C)c3)ccc2c1 (centres undefined)	94	3	-1	0.1	1	0.5	17	-3	0	-2
18	COC(=O)c1ccc2c(=O)[nH]c(CSc3nc(C)cs3)nc2c1	107	35*	3	-2.3	-6	-3.1	-9	15	-1	8
19	COc1ccc(OC)c(C2CC(=O)c3c([nH]c(C(=O)OC(C)C)c3C)C2)c1 (centres undefined)	108	-10	0	-0.1	-7	0.1	-2	0	-2	3
20	Cc1nc(NCCc2ccccc2)c2nnn(Cc3ccccc3Cl)c2n1	114	-2	-3	0.0	-9	-2.5	7	13	-13	2

item	compound	Pemphigus Ab inh	Wnt act	V-ATPase pH	LANA DNA inh	Keap1 Nrf2 FP	MOR-DOR ag	Arrestin-AP2 inh	MOR-DOR inv ag	RTF Ca sens inh	RTF Ca sens act
21	CCCC(=O)N1CCN(Cc2nc3cc([N+](=O)[O-])ccc3n2C)CC1	91	0	-1	0.0	2	-0.8	24	5	6	-1
22	CSCCC(NS(=O)(=O)c1ccc(Cl)cc1)C(=O)OCC(=O)NC1CC1 (centres undefined)	97	.	4	0.0	-6	-2.2	-5	11	-14	2
23	O=C(OCc1c(-c2ccccc2)ncc2ccccc12)c1ccco1	108	1	-1	-1.9	-4	-2.9	2	16	4	2
24	Cc1ccc(C(=O)NCC(=O)OCC(=O)c2c(N)n(C)c(=O)n(C)c2=O)cc1C	87	-1	1	1.4	6	-3.0	-4	16	7	-1
25	O=C(O)c1cc(NN=C2CCN(Cc3ccccc3)CC2)ccc1Cl	111	1	1	0.8	-1	-4.7	-4	25	1	7
26	COc1ccc(-n2c(CNC(=O)c3ccc(S(=O)(=O)N4CCCC4)cc3)n[nH]c2=S)cc1	95	.	2	-1.1	-5	-2.3	18	12	1	0
27	CCC(C)N1C(=O)CCC1C(=O)NCCc1ccc(Cl)cc1 (centres undefined)	103	-2	1	0.8	0	-1.6	0	7	-2	5
28	CCc1cccc(NC(=O)C2CCCN2S(=O)(=O)c2cccc3cccnc23)c1 (centres undefined)	107	-3	1	4.3	-1	-1.5	3	8	-1	-2
29	O=C(CSCc1c(F)cccc1Cl)NCCSCc1ccco1	100	0	-3	-1.4	-8	3.1	0	-16	6	-2
30	O=C(COc1ccc(S(=O)(=O)N2CCCCC2)cc1)NCc1ccncc1	61*	.	1	0.9	-5	-2.7	19	11	-2	-4

item	compound	Pemphigus Ab inh	Wnt act	V-ATPase pH	LANA DNA inh	Keap1 Nrf2 FP	MOR-DOR ag	Arrestin-AP2 inh	MOR-DOR inv ag	RTF Ca sens inh	RTF Ca sens act
31	CCOC(=O)C1=C(c2ccccc2)NC(=O)NC1c1ccc(OC)cc1OC (centres undefined)	93	-2	5	1.1	-2	0.1	15	-1	-7	-7
32	CCOC(=O)c1c(C)c(C(=O)NCc2ccc(OC)cc2)c(C)n1C	106	-1	-2	-0.5	5	-0.9	16	6	1	-6
33	O=C(NCc1cccnc1)c1cnc2n(c1=O)CCS2	102	.	-2	2.2	-4	1.2	26	-6	-5	1
34	COc1ccccc1C(=O)COC(=O)Cn1[nH]c(=O)c2ccccc2c1=O	101	-3	2	0.3	-3	-0.6	-12	4	-16	-6
35	O=C(N/N=C/c1ccccc1[N+](=O)[O-])c1ccc2c(c1)OCCO2	94	5	0	1.9	1	-2.5	-1	13	4	-1
36	O=C(c1ccccc1)c1coc2ccc(O)c(Cl)c12	100	0	-5	-1.1	4	0.2	8	-1	-4	-4
37	CCn1c(=O)c(CCC(=O)NCC2CCCO2)c(C)c2c(C)nn(-c3ccccc3)c21 (centres undefined)	101	1	1	1.2	-7	-3.3	-6	17	-5	-5
38	CCOC(=O)CC1C(=O)NCCN1C(=O)Nc1ccccc1 (centres undefined)	.	-2	2	-0.1	-3	-2.9	-4	13	-5	-2
39	CCOc1ccccc1C1C(C(=O)Nc2ccc(OC)cc2)=C(C)Nc2nc(CCCO)nn21 (centres undefined)	116	-2	-2	0.8	-1	-0.1	11	0	0	5
40	COc1cccc(CNC(=O)C2CC(=O)N(C3CCCCC3)C2)c1 (centres undefined)	.	-2	3	0.1	-8	0.2	1	-1	-6	2

item	compound	Pemphigus Ab inh	Wnt act	V-ATPase pH	LANA DNA inh	Keap1 Nrf2 FP	MOR-DOR ag	Arrestin-AP2 inh	MOR-DOR inv ag	RTF Ca sens inh	RTF Ca sens act
41	O=C(CSc1nnc(-c2cccnc2)s1)Nc1ccnc2ccccc12	.	-10	2	0.7	-4	-1.3	-4	6	-6	0
42	Nc1cc(C(=O)OCC(=O)NCCC2=CCCCC2)ccc1Cl	99	4	-1	-0.2	0	-0.7	23	4	-6	-2
43	O=C(CN1C(=O)c2cccc3cccc1c23)Nc1cccnc1	103	-4	0	0.0	-4	1.6	-5	-9	-7	-2
44	Cc1ccc(-c2noc(C3CCCCC3)n2)cc1	99	.	-1	-1.4	-5	-1.2	6	7	-7	5
45	O=C1c2cc(Br)ccc2OC2C=CC=CC12 (centres undefined)	105	5	1	-1.1	-7	-1.9	-2	9	-5	-3
46	Cc1nc(C)c(C(=O)OCC(=O)NCCc2ccc(F)cc2)s1	100	3	1	-0.5	1	-0.5	22	3	8	-5
47	CCSc1nnc(N2C(=O)C(O)=C(C(=O)c3ccco3)C2c2cccc(OC)c2)s1 (centres undefined)	127	2	1	3.2	-7	-2.6	-2	14	-9	7
48	O=C1/C(=C/c2ccccc2)SC(=S)N1N1C(=O)C2CC2C1=O (centres undefined)	102	-1	1	-0.2	-3	-2.7	21	13	-5	-2
49	CN(C)/C=N/c1nc2nccc(-c3ccccn3)n2n1	105	-1	0	1.7	-4	-3.0	-1	16	-10	3
50	O=C1CCCN1c1ccc(S(=O)(=O)Nc2ccc3c(c2)OCCO3)cc1	104	.	1	-0.4	-1	-1.9	1	10	9	1

item	compound	Pemphigus Ab inh	Wnt act	V-ATPase pH	LANA DNA inh	Keap1 Nrf2 FP	MOR-DOR ag	Arrestin-AP2 inh	MOR-DOR inv ag	RTF Ca sens inh	RTF Ca sens act
51	Cc1ccc(/C=N/NC(=O)c2cc3ccccc3cc2O)o1	111	2	0	1.8	-3	-1.0	14	6	1	5
52	Cc1ccc(NC(=S)N2CCN(C)CC2)c(C)c1	98	-1	1	-1.8	6	-1.9	7	10	4	5
53	Cc1ccccc1NS(=O)(=O)c1ccc(C(=O)N2CCCCCC2)cc1	102	-4	1	0.5	5	1.3	6	-8	-5	-10
54	CSc1nc2sc3c(c2c(=O)[nH]1)CCC3	93	.	2	-0.6	-2	2.0	2	-10	4	5
55	C#CCOC(=O)Nc1cc(C)n(-c2ccccc2)n1	.	4	0	-0.3	-5	-0.7	4	3	-2	2
56	CN1CCC[C@@H]1CCNC(=O)c1c(-c2ccc3c(c2)OCO3)noc1-c1ccsc1	117	0	-1	-1.5	1	1.8	-7	-11	-7	-14
57	CC(C)Oc1cccc(C(=O)C2CCCN(S(C)(=O)=O)C2)c1 (centres undefined)	101	-1	-1	0.4	-4	0.6	5	-3	-4	11
58	Cc1ccc2c(c1)Oc1ccccc1C=C2C(=O)O	101	0	1	-2.8	1	-2.7	13	14	2	-3
59	Clc1ccc(CSc2nnc(-c3ccncc3)s2)cc1	99	2	1	-0.6	1	-1.9	-11	10	-5	7
